# DRD3 antagonist: blocks the human D3 dopamine receptor; hit rate 2.5% among 360,000; AID 652054; D3R cells, DiscoveRx beta-arrestin luminescence, antagonist mode; active compounds read low; max response, negative = inhibition, %; in the data active = max response below about -50%; inconclusive = no clear call, values can overlap the other calls; note: % is set by controls: 0 for no effect and ±100 for the full control effect; mostly tested at two doses, the higher about 12 µM
# Target sequence (P35462 whole entry, looked up): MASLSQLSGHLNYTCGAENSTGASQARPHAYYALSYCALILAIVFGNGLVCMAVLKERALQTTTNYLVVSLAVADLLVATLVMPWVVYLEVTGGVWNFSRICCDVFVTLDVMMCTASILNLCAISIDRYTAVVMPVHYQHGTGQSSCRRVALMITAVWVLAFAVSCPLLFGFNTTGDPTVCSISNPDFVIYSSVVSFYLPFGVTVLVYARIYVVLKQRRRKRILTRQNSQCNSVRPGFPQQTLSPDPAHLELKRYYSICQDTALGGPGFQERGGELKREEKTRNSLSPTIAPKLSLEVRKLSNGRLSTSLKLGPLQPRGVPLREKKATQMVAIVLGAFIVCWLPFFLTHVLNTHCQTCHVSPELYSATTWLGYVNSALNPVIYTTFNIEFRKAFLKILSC
#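 Cells expressing the human receptor were seeded at 1500 cells/well, incubated overnight at 37 degrees C in 5% CO2, then exposed to library compounds with dopamine controls for 90 minutes at 37 degrees C before luminescent detection.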
# TDP43 rescue: inhibitors of TDP-43 toxicity in yeast; TDP-43 expressing yeast growth rescue, BacTiter-Glo, 24 h; Potency, µM (top dose mostly 46.1 µM), for inactives: at the top dose growth rescue (activation), usual class: activators; hit rate 1.8% among 410,000; AID 652104; note: potency is the fitted concentration of half-maximal effect; % of control where 0% means no effect; nearly all actives have a fitted effect of over 50% in size
#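 Yeast cells expressing TDP-43 under galactose induction are exposed to compounds for 24 hr at 30 deg C. BacTiter-Glo luminescence measures growth, so protective compounds score as activators.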
# Akt phos inh: blocks phosphorylation of Akt; Neuro2A IGF-stimulated pAkt S473 HTRF, 20 min; active compounds read low; activity change, % for hits at 50 µM; hit rate 0.32% among 360,000; AID 651550; in the data active = activity change below about -80%; inconclusive = mostly about -51% to -80%; note: % is set by controls: 0 for no effect and ±100 for the full control effect
#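 Neuro2A cells (4,500/well, DMEM with 0.5% FBS) were treated with compound at a single 50 µM final concentration, stimulated with 6 nM IGF for 20 min at 37 °C, and lysed. Phospho-Akt Ser473 was read by HTRF as 665/615 ratio ×10^4.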
# GLP1R ag: activates the human GLP-1 receptor; Potency, µM (top dose mostly 45.6 µM), for inactives: top-dose activation, usual class: activators; HEK293 GLP-1R CRE-luciferase, luminescence, 4-6 h; cells express a hypersensitive GLP-1R form; hit rate 0.007% among 380,000; P43220; note: potency is the fitted concentration of half-maximal effect; % of control where 0% means no effect
# FUS yeast rescue: FUS proteinopathy suppression in yeast. S. cerevisiae FUS-expressing, growth rescue, OD600, 24 h. Potency, µM (top dose mostly 76.6 µM), for inactives: top-dose growth rescue (activation), hits mostly activators. hit rate 0.24% among 390,000;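 note: potency is the fitted concentration of half-maximal effect; plate controls were DMSO vehicle for no effect and reference control for full effect; nearly all actives have a fitted effect of over 55% in size; some results filed as inactive show a strong effect at the top dose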
#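 Toxicity suppression screen in FUS-yeast. Cells induced with 2% galactose, starting OD 0.005, treated 24hr at 30C with compounds at multiple final concentrations; growth by OD600.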
# GLP-1R inv ag: acts as inverse agonist at human GLP-1 receptor | P43220 | HEK293 GLP-1R CRE-luciferase, luminescence, 24 h; GLP-1R form is constitutively active | hit rate 1.6% among 410,000 | Potency, µM (highest dose often 38.3 µM), inactives show top-dose activity change, negative = inhibition, most hits filed as inhibitors; note: potency is the fitted concentration of half-maximal effect; % is set by controls: 0 for no effect and ±100 for the full control effect; nearly all actives have a fitted effect of over 55% in size
#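 Using stably transfected HEK293 (constitutively active GLP-1R, cAMP-luciferase reporter), compounds were incubated 24 hr and luciferase measured by luminescence.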
# Abeta yeast res: compounds reversing amyloid beta toxicity in yeast. yeast expressing A-beta42, growth rescue, OD600, 48 h; response scale: 0% DMSO, 100% iron-clioquinol control. Potency, µM (titrated, usually from 46.1 µM), inactives show at the top dose growth rescue, usual class: activators. AID 1347071. hit rate 0.063% among 410,000; note: potency is the fitted concentration of half-maximal effect; nearly all actives have a fitted effect of over 55% in size
#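 Growth rescue measured by 600 nm absorbance after 48 h yeast culture at 30 C with compound. Values normalized between DMSO and an equimolar ferric chloride plus clioquinol control.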
# aSyn yeast inh: rescues yeast growth from alpha-synuclein toxicity. Yeast expressing alpha-synuclein, growth rescue, BacTiter-Glo, 24 h. Potency, µM (highest dose often 46.1 µM), for the others: at the highest dose growth rescue (activation), hits mostly activators. hit rate 0.14% among 370,000. AID 652106; note: potency is the fitted concentration of half-maximal effect; % of control where 0% means no effect; nearly all actives have a fitted effect of over 65% in size
#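 Readout is rescue of growth in alpha-synuclein-expressing yeast, so inhibitors of toxicity appear as activators. Growth after 24 hr at 30 deg C in galactose medium is quantified by luminescence.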
# PTHR1 agonist: activates the human parathyroid hormone receptor PTHR1. hit rate 0.075% among 410,000. Potency, µM (highest dose often 115 µM), inactives show at the top dose activation, most hits filed as activators. HEK293 GP2 PTHR1 cells, GloSensor cAMP luminescence, 1 h; note: potency is the fitted concentration of half-maximal effect; nearly all actives have a fitted effect of over 55% in size; some results filed as inactive show a strong effect at the top dose; inactives centre near -15; many of its hits are not listed in these tables
# Target sequence (Q03431 whole entry, looked up): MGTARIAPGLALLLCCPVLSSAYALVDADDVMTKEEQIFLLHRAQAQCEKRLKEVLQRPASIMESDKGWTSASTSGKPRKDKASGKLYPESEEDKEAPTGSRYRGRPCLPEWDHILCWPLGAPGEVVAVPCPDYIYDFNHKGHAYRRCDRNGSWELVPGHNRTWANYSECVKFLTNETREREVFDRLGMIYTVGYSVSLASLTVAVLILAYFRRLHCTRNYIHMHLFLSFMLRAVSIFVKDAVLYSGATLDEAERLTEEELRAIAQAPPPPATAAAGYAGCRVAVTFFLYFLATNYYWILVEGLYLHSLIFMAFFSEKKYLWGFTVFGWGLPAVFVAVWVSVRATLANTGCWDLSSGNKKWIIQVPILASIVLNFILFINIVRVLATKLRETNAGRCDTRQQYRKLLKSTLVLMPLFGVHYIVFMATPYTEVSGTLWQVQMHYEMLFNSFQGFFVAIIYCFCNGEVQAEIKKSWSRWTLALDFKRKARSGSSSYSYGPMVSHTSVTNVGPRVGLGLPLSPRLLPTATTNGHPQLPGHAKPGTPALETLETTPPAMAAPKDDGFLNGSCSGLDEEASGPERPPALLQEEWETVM
#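 HEK-293-derived GP2 cells expressing PTHR1 and a GloSensor cAMP reporter, 3,000/well, plated overnight, given luciferin plus IBMX (each 0.5 mM as added) for 1 h at 37 °C, then compound for 1 h at 37 °C. Luminescence was read after 15 min at room temperature.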
# An asterisk follows results filed as active; i = inactive; ? = inconclusive; . = not tested or not shown; & = joins results of further samples; [ ] = another dose, or the depositor's remark. Unless noted, calls come from the whole dose curve; as a rule, active = well fitted curve in the direction sought with a large enough effect; inconclusive = small, poorly fitted or top-dose-only effect, or another doubt; inactive = no such curve, though single readings can be large; an effect the other way counts as inactive or inconclusive. A portion of the library. The share of hits here may be higher or lower than overall.
SMILES,DRD3 antagonist,TDP43 rescue,Akt phos inh,GLP1R ag,FUS yeast rescue,GLP-1R inv ag,Abeta yeast res,aSyn yeast inh,PTHR1 agonist
Cc1ccc[n+](C(C)C(=O)Nc2ccc(C)c(C)c2)c1 (configuration not stated),-23,0%,i,-5%,-36%,-12%,5%,-6%,-3%
CCOC(=O)c1ccc(NC(=S)NC2CCCC2)cc1,-8,?,i,2%,-3%,?,?,-29%,-33%[inhibitor]
Cc1ccc(-c2nc3ccccc3s2)cc1NC(=S)NC(=O)c1cccc2ccccc12,-28,-7%,i,2%,.,8%,25%,0%,-3%
CCC/C=C/c1ccc(CN2C(C)C(=O)N(Cc3cn(Cc4ccco4)nn3)CCS2(=O)=O)cc1 (configuration not stated),-6,?,i,9%,?,?,8%,?,-38%[inhibitor]
Oc1cccc(/C=N/N2CCN(C3c4ccccc4-c4ccccc43)CC2)c1,15,7%,i,1%,24%,?,11%,1%,i
COc1ccc(Nc2oc(-c3ccccc3Cl)nc2C#N)cc1,-54*,-5%,i,10%,31%,?,3%,-5%,-18%
COc1ccc(C2CC(=O)C(C=NCCN3CCN(C(=S)Nc4ccccc4)CC3)=C(O)C2)cc1 (configuration not stated),1,-7%,i,2%,25%,-12%,-22%,7%,-4%
COc1ccc(OCC(=O)Nc2ccc3c(c2)n(C)c(=O)n3C)cc1,-9,8%,i,7%,-19%,22%,-5%,0%,-26%
CCOc1ccc(NC(=O)CSc2nc3ccccc3nc2N2CCCC2)cc1,-17,?,i,2%,-3%,6%,2%,-1%,-12%
CSc1ncccc1C(=O)N1CCC(C)(C(=O)O)C1 (configuration not stated),0,7%,i,-6%,-20%,9%,-5%,6%,17%
CCCCc1nnc(NC(=O)CCN2C(=O)C3CC=CCC3C2=O)s1 (configuration not stated),-2,-15%,i,-6%,-3%,7%,4%,-8%,6%
Cc1cc(NC(=O)CN(C)S(=O)(=O)c2ccc3c(c2)CCC(=O)N3)ccc1Br,.,6%,.,.,15%,8%,-13%,.,-61%[inhibitor]
c1csc(C2Nc3ccccc3-c3nc4ccccc4n32)c1 (configuration not stated),-3,24%,i,13%,10%,-21%,-39%[inhibitor],-38%[inhibitor],-39%[inhibitor]
CC(=O)Oc1ccc(C(C)=O)c2c1OCCO2,12,-11%,i,4%,-10%,-2%,16%,-6%,-36%[inhibitor][57.5 µM]
Cc1cc(C(F)(F)F)n2nc(C)c(-c3ccc(Cl)cc3)c2n1,31,20%,i,0%,.,3%,20%,2%,?
COc1ccccc1N(C)S(=O)(=O)c1ccc(C(=O)Nc2ccc(C)cc2C)cc1,5,14%,i,3%,?,?,10%,3%,-15%
O=c1cc(Cc2ccccc2)[nH]c(=S)[nH]1,0,-17%,i,12%,.,-4%,-24%,-7%,-17%
O=C(OCc1nc2ccccc2[n+]([O-])c1C(=O)c1ccccc1)c1cccnc1,-55*,11%,i,2%,2%,-5%,3%,15%,i
CC(C)C[C@@H](CNCC(=O)[C@H](C)NC(=O)c1[nH]cnc1C(=O)N[C@@H](C)CN)NC(=O)c1nc[nH]c1C(=O)N[C@@H](CO)C(=O)O,1,5%,i,-4%,-15%,5%,-23%,3%,i
Cc1cc(C)nc(-n2ncc3c2CC(c2cccc(Cl)c2)CC3=O)n1 (configuration not stated),0,?,i,8%,-5%,13%,?,-1%,i
NS(=O)(=O)c1ccc(CNC(=S)Nc2cc(S(=O)(=O)N3CCOCC3)ccc2Cl)cc1,-3,4%,i,6%,19%,-6%,-8%,-5%[1.84 µM],i
Cc1c2cnn(CC(=O)Nc3ccc(F)cc3F)c(=O)c2c(C)n1Cc1cccc(Cl)c1,.,0%,.,.,-15%,13%,-3%,.,-24%
O=C(Nc1ccc(F)c(Cl)c1)Nc1nnc([C@@H]2O[C@H](CO)[C@@H](O)[C@H]2O)s1,12,14%,i,-6%,-14%,-10%,0%,0%,-23%
O=C(CCl)N(C/C=C/c1ccccc1)c1ccc2c(c1)OCCO2,-10,?,i,9%,30%,?,-19%,-8%,-28%
CCOc1ccc(-c2cn3c(n2)sc2cc(C(=O)NCCCN(CC)CC)ccc23)cc1,.,-7%[9.22 µM],.,.,36%,10µM*,-62%[inhibitor],.,-15%
COc1ccc2c(c1)C(c1ccc(C)o1)=NNC(c1cccnc1)=N2,5,-6%,i,7%,39%,-23%[0.307 µM],10%,1%,-9%
NC(=O)c1cc(-c2ccccc2)nc(N2CCCCCC2)n1,-6,14%,i,16%,8%,?,12%,12%,-5%
COc1ccc2c(c1OC)C(=O)OC2Nc1nc(-c2ccc([N+](=O)[O-])cc2)cs1 (configuration not stated),-14,4%,i,9%,1%,-17%,-9%,-5%,-11%
COc1ccc(N2Cc3cccc(C(=O)O)c3C2=O)cc1,0,23%,i,-5%,?,15%,-16%,-1%&14%,-12%
CCOc1ccc(-c2nnc(-c3ccncc3)o2)cc1,0,?,i,-4%,10%,-13%,-11%,-4%,-17%
O=C(NNC(=O)c1cc2cc(Br)ccc2oc1=O)c1ccc(O)cc1,-62*,20%,i,-5%,-6%,-1%,0%,0%,i
COCCNS(=O)(=O)c1cc(-c2nn(C)c(=O)c3ccccc23)ccc1C,8,-9%,i,10%,17%,45%[activator],10%,1%,-5%[57.5 µM]
Cc1cc(C)c(NC(=S)N2CCN(c3ccc([N+](=O)[O-])cn3)CC2)cc1C,-21,-6%,i,3%,-26%,2%,-17%,-3%,-27%
NCCC(=O)NCCc1cnc[nH]1,-6,14%,i,-2%,-51%[inhibitor],9%,-16%,-2%,-10%
Cc1cc(C)c2nc(SC3CCOC3=O)cc(C)c2c1 (configuration not stated),9,17%,i,6%,-2%,8%,3%,2%,i
c1ccc(-c2nc(SCc3nc4ccccc4[nH]3)c3oc4ccccc4c3n2)cc1,.,.,.,5%,27%,.,1%,.,i
CC(C)CNC(=O)COC(=O)c1ccc([N+](=O)[O-])cc1Cl,9,?,i,-1%,16%,3%,8%,-5%,i
CCOC(=O)c1[nH]c2ccc(OC)cc2c1NC(=S)N1CCN(c2ccc(F)cc2)CC1,-17,13%,i,-21%,-13%,5%,1%,-4%,-22%
COc1ccc(C2OCC(C)([N+](=O)[O-])CO2)cc1 (configuration not stated),-3,14%,i,-1%,5%,14%,-4%,1%,i
Cc1cccc2sc(N(CCN(C)C)C(=O)c3ccc4ccccc4c3)nc12,4,4%,i,-3%,13%,?,.,10%,-10%

# Look-ups from above.
# COCCNS(=O)(=O)c1cc(-c2nn(C)c(=O)c3ccccc23)ccc1C @ TDP43 rescue = -9%
# O=C(NNC(=O)c1cc2cc(Br)ccc2oc1=O)c1ccc(O)cc1 @ GLP1R ag = -5%

# (list continues)
SMILES,DRD3 antagonist,TDP43 rescue,Akt phos inh,GLP1R ag,FUS yeast rescue,GLP-1R inv ag,Abeta yeast res,aSyn yeast inh,PTHR1 agonist
COc1cc(/C=N/NC(=O)c2ccc(O)cc2)ccc1Oc1ccc([N+](=O)[O-])cn1,10,-13%,i,8%,15%,?,18%,-5%,-43%[inhibitor]
CN(CC(=O)NCCc1ccc(S(N)(=O)=O)cc1)Cc1c(F)cccc1Cl,-4,3%,i,-3%,2%,10%,-60%[inhibitor],0%,-11%
O=C(Oc1c(-c2ccccc2)c(=O)n2c3c(cccc13)CC2)c1cccc([N+](=O)[O-])c1,33,-29%[1.82 µM],i,5%,13%,?,14µM*,?,-36%
Cc1ccc(C)c(NC(=O)Cn2c(=O)n(CCCS(=O)(=O)C3CCCCC3)c(=O)c3ccccc32)c1,.,2%,.,-3%,-8%,-19%,-11%,.,-56%
CCN(CC)S(=O)(=O)c1ccc(OC)c(NC(=O)/C=C/c2ccco2)c1,0,20%,i,8%,34%,20%,26%,?,-6%
CCSc1nnc(NS(=O)(=O)c2ccc(OC)cc2)s1,-7,?,i,0%,-22%,-14%,?,12%,-4%
N=c1c2c(n(Cc3ccc(Cl)c(Cl)c3)c3c1CCC3)CCCC2,0,-5%,i,-21%,-4%,?,-11%,7%,-19%
O=C(Cn1cc(SCc2ccc(C(F)(F)F)cc2)c2ccccc21)N1CCCC1,.,35µM*,.,.,?,?,18%,.,-35%[inhibitor]
CCNC(=O)/C(C#N)=C/c1c(N2CCN(c3ccccc3)CC2)nc2c(C)cccn2c1=O,-69*,8%,i,9%,8%,4%,-7%,1%,-7%
COc1cccc(NC(=O)CCc2c(C)nn(-c3ccc(N4CCOCC4)nn3)c2C)c1,-8,-5%,i,0%,-2%,6%,-3%,2%,-19%
Cc1n[nH]c(C)c1CN(C)C(=O)C1CCC(=O)N(CCc2cccc(F)c2)C1 (configuration not stated),1,-5%,i,-2%,2%,5%,-3%,-9%,-16%
O=C(CC(NCc1cccnc1)C(=O)O)Nc1ccc(F)cc1 (configuration not stated),.,18%,.,.,-5%,7%,-12%,.,i
CNC(C)C(=O)NC(C(=O)NC(C)C(=O)NNc1ccccc1)C(C)C (configuration not stated),-9,20%,i,-2%,-11%,?,-13%,0%,i
CCC1(C)COC2(OC1)C(=O)Nc1ccccc12 (configuration not stated),?,14%,i,1%,2%,0%,21%,1%,-34%[inhibitor]
CCCN1CCN(C(=O)C2CCN(S(=O)(=O)c3c(C)noc3/C=C/c3ccc(C)cc3)CC2)CC1,9,5%,i,8%,29%,3.2µM*,0%,6%,i
Cc1cc(S(=O)(=O)NCC2CC2)c(Cl)cc1Cl,-12,?,i,4%,15%,?,10%,18%,i
Cc1nnc2ccc(-c3ccc(NS(C)(=O)=O)cc3)nn12,12,-7%[0.397 µM],i,8%,-2%,12%,-1%,5%,-4%
COc1ccc(-c2csc(NC(=O)CN3C(=O)NC4(CCCC4)C3=O)n2)cc1,-2,15%,i,-10%,9%,-13%,3%,1%,-5%
